PhoP GFP inhibition – Inhibition of PhoP regulon, Salmonella typhi GFP reporter cells, confirmation, 4 h (AID 1850). Salmonella Typhi PhoP-promoter GFP reporter, fluorescence, 4 h; higher % means a stronger effect. inhibition, % at 50 µM, or IC50 in µM where a hit was titrated. 0.33% of 310,000 active; in the data active means a potency from the dose series; inconclusive means inhibition mostly from about 25% at the one dose, without a potency; inactive means the rest, 99 in 100 with inhibition below about 19%;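 further: 0% = induced wells with vehicle and 100% = uninduced wells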
influenza NS1A – H1N1 influenza NS1A inhibitors, functional cell based assay (AID 504329) | NS1A functional cell-based assay, percent inhibition; higher % means a stronger effect | inhibition, % at 12.5 µM, or IC50 in µM where a hit was titrated | 0.3% of 340,000 active; in the data active means a potency from the dose series; inconclusive means inhibition above about 27% without an active follow-up result; further: strong numbers were not always called active
inhibitors of VEEV – inhibitors of VEEV TC-83 cytopathic effect, confirmation, Vero cells (AID 588727). Vero cells, VEEV TC-83 cytopathic effect inhibition; higher % means a stronger effect. inhibition, % at 20 µM, or IC50 in µM where a hit was titrated. 0.13% of 350,000 active; in the data active means a potency from the dose series; inconclusive means inhibition mostly from about 14% at the one dose, without a potency; inactive means the rest, 99 in 100 with inhibition below about 12%; further: strong numbers were not always called active
M. tuberculosis HTS – M. tuberculosis growth inhibition, HTS (AID 449762); M. tuberculosis H37Rv growth inhibition, 7H9 media; higher % means a stronger effect; inhibition, % at 25 µM; hits with a dose series show IC50 in µM; 0.59% of 330,000 active; in the data active means a potency from the dose series; inconclusive means inhibition above about 70% without an active follow-up result;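 further: bacterial growth assessed after seven days of incubation; strong numbers were not always called active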
M. tuberculosis – growth inhibition of non-replicating M. tuberculosis (AID 488890) | inhibition, % at 25 µM, or IC50 in µM where a hit was titrated | 0.39% of 320,000 active | Mycobacterium tuberculosis non-replicating, growth inhibition; higher % means a stronger effect; in the data active means a potency from the dose series; inconclusive means inhibition mostly from about 82% at the one dose, without a potency; inactive means the rest, 99 in 100 with inhibition below about 76%;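 further: plate controls were DMSO cells for no effect and high antibiotic wells for full effect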
Active calls of the source: *; i = inactive; ? = inconclusive; · = no result given.

No.	structure	M. tuberculosis	influenza NS1A	PhoP GFP inhibition	M. tuberculosis HTS	inhibitors of VEEV
1	NS(=O)(=O)c1cccc2cccnc12	0%	-21%	7%	1%	3.9%
2	Cc1ccc(C(=O)Nc2ccccc2C(=O)N2CCN(c3ccccc3)CC2)cc1	32%	-1%	-2%	-6%	i
3	COc1ccc(C(O)(C2CCCCC2)C(CN2CCCC2)c2ccccc2)cc1 (configuration not stated)	·	-14%	0%	5%	i
4	Cc1ccc(NC2=NCC(=O)N2c2ccc3c(c2)OCCO3)c(C)c1	-3%	-14%	8%	-10%	1.1%
5	O=c1[nH]c(=O)n(Cc2ccccc2)c2nc(-c3ccco3)cc(C(F)(F)F)c12	16%	-1%	-7%	-6%	4.2%
6	CCCCn1cnc2c([nH]c3ccccc32)c1=O	7%	-7%	-2%	1%	8.7%
7	CCOC(=O)c1c(C)oc(/N=C/c2ccccc2O)c1C#N	9%	1%	1%	-12%	1.4%
8	COC(=O)C(NS(=O)(=O)c1ccccc1Br)C(C)C (configuration not stated)	12%	-2%	-27%	-5%	i
9	CCOC(=O)[C@@H]1[C@H]2COc3ccccc3[C@@H]2N2C(=O)N(c3ccc(F)cc3)C(=O)[C@@]12C	9%	4%	5%	1%	0.1%
10	COc1ccccc1C(=O)N/C(=C/c1ccco1)C(=O)Nc1ccc(C(=O)O)cc1	2%	10%	1%	3%	2.5%
11	Cc1cccc(C)c1NC(=O)[C@@]1(CC(=O)O)CC(/C=C/c2ccccc2)=NO1	-12%	-12%	1%	-4%	i
12	Cc1cccc2c(CCN)c[nH]c12	7%	5%	-3%	7%	i
13	Cc1c(NC(=O)C(C)Oc2cccc(Cl)c2)c(=O)n(-c2ccccc2)n1C (configuration not stated)	0%	-6%	3%	1%	0.4%
14	COc1ccc(/C=C2/C(=O)N=C(N)N2C)cc1OC	4%	2%	1%	4%	1.4%
15	C#Cc1ccc(CN2CCC(Oc3ccc(C(=O)NCc4ccccn4)cc3)CC2)cc1	21%	1%	-4%	9%	4.1%
16	Cc1[nH]c(C)c(S(=O)(=O)Nc2ccc(F)cc2Cl)c1C(=O)N1CCCC1	10%	5%	-3%	-2%	i
17	Cc1cccn2c(=O)c3cc(S(=O)(=O)c4ccccc4)c(=N)n(Cc4ccc(F)cc4)c3nc12	-1%	2%	-15%	-5%	i
18	COC(=O)c1cc(OC)c(OC)cc1NCC(=O)Nc1ccc(OC)c(OC)c1	-3%	1%	-3%	-1%	8.6%
19	Cc1cc(C)nc(NS(=O)(=O)c2ccccc2)n1	4%	5%	10%	1%	0.4%
20	CC12CCC3C(CC=C4CC(O)CCC43C)C1C/C(=C\c1cccc(F)c1)C2=O (configuration not stated)	?	-5%	4%	3%	i
21	CCc1nnc(NC(=O)CCC(=O)N2CCN(Cc3ccc(C)cc3C)CC2)s1	53%	6%	1%	3%	1.1%
22	CSCCC(NC(N)=O)C(=O)Nc1cccc(C#N)c1 (configuration not stated)	-14%	-13%	14%	-1%	1.2%
23	O=c1[nH]c(SCc2ccccc2)nc2c1sc1ccccc12	-1%	1%	-7%	3%	0.3%
24	CCOC(=O)C1=C(N)Oc2cc(O)ccc2C1c1cccc(Cl)c1 (configuration not stated)	45%	6%	-3%	10%	1.7%
25	Cc1ccccc1OCC(=O)N/N=C/c1c(C)nn(-c2ccccc2)c1Cl	-2%	-3%	-6%	6%	0.1%
26	Cc1cc(C(=O)NNC(=O)C(C)NS(=O)(=O)c2ccccc2F)c(C)o1 (configuration not stated)	-3%	-1%	·	-7%	1.3%
27	CCC(C)(C)NC(=O)/C=C/c1cnc2ccccc2n1	14%	6%	-6%	3%	0.2%
28	CN(C(=O)COC(=O)CNC(=O)c1ccccc1Cl)c1ccccc1	11%	1%	-18%	-3%	1.3%
29	Cc1ccc2c(CN3C(=O)NC4(CCCCC4)C3=O)cc(=O)oc2c1C	34%	0%	-5%	5%	i
30	CCN1/C(=C2/SC(=S)N(NC(C)=O)C2=O)Sc2ccccc21	-7%	-11%	-7%	13%	1.6%

Full records, quoted from the list. Order of values: M. tuberculosis	influenza NS1A	PhoP GFP inhibition	M. tuberculosis HTS	inhibitors of VEEV
Cc1cc(C)nc(NS(=O)(=O)c2ccccc2)n1 is listed as 4%	5%	10%	1%	0.4%
CCC(C)(C)NC(=O)/C=C/c1cnc2ccccc2n1 is listed as 14%	6%	-6%	3%	0.2%

Later entries:
No.	structure	M. tuberculosis	influenza NS1A	PhoP GFP inhibition	M. tuberculosis HTS	inhibitors of VEEV
31	Cc1ccc(C(=O)Nc2ccccc2N2CCCCC2)cc1	66%	0%	2%	21%	i
32	CC(OC(=O)c1cc[n+]([O-])cc1)C(=O)Nc1ccc(Cl)cn1 (configuration not stated)	-6%	4%	11%	-4%	0.3%
33	CCc1ccc(-c2nc(C(N)=O)c3[nH]c(=O)n(-c4ccccc4OC)c3n2)cc1	-11%	1%	-12%	-3%	10%
34	O=C(O/N=C(\c1ccccc1)c1ccccn1)c1ccc(Cl)c(Cl)c1	?	-1%	-16%	·	7.8%
35	O=c1oc2ccccc2c(=O)c2ccccc12	·	-21%	·	·	1.6%
36	COc1ccc2cc(C#N)c(Nc3cccc(F)c3)nc2c1	-20%	-3%	8%	0%	1.2%
37	CCOc1ccccc1NC(=O)c1oc2ccccc2c1NC(=O)C1CCCO1 (configuration not stated)	0%	3%	0%	9%	13%
38	COc1cc(C(=O)Nc2c(C)cc(C)cc2C)c([N+](=O)[O-])cc1OC	-11%	15%	-3%	-4%	0.0%
39	Cc1ccc2[nH]cc(C(=O)CN3CCC4(CC3)OCCO4)c2c1	-16%	3%	4%	-2%	0.8%
40	O=[N+]([O-])c1ccc(N2CCCCC2)nc1	18%	12%	0%	-1%	0.3%
41	Cc1cc(C(F)F)n2nc(C(=O)Nc3ccccc3F)nc2n1	-1%	3%	0%	5%	0.8%
42	Cc1nn(-c2nc3ccccc3[nH]2)c(N)c1-c1ccc(Cl)cc1	4.9µM*	23%	-10%	0.21µM*	i
43	COC(=O)CN=Cc1c(O)n(-c2ccc(Cl)cn2)c(=O)c2ccccc12	-1%	-9%	4%	-3%	i
44	O=C(NC1CCCC1)C(c1ccccn1)N(C(=O)c1csnn1)c1ccccc1F (configuration not stated)	1%	-7%	-1%	1%	i
45	CC(=O)Nc1ccc(/C(C)=N\NC(=O)c2ccc(-c3ccccc3)cc2)cc1	8%	·	-8%	5%	·
46	CC(=C/c1ccccc1)/C=N/Nc1nc(N2CCCCC2)nc(N2CCCCC2)n1	3%	5%	8%	?	i
47	CCOC(=O)N1CCN(S(=O)(=O)N2CCCC(C(=O)NCCCN3CCCCC3)C2)CC1 (configuration not stated)	-12%	-6%	-3%	1%	0.1%
48	Cc1ccc(-c2nc3c(c(=O)[nH]c(=O)n3CC(C)C)n2CC(C)C)cc1[N+](=O)[O-]	26%	0%	3%	7%	5.8%
49	Cn1c(=O)n(C)c2cc(S(=O)(=O)N3CCCCC3)ccc21	-4%	2%	8%	-1%	1.0%
50	COc1ccc(Cc2nc3ccc(C(=O)NC(C)C)cc3o2)cc1	23%	2%	0%	5%	2.7%
51	Cc1cnc(C(=O)Nc2cc(F)ccc2C)cn1	21%	6%	6%	-7%	1.0%
52	CCCCCCOc1ccc(N2C(=O)CC(S/C(N)=N/N=C(\C)c3cccs3)C2=O)cc1 (configuration not stated)	1%	-9%	2%	-3%	2.3%
53	CCc1nc(C)c(C#N)c2cc(OC)c(OC)cc12	0%	4%	1%	1%	i
54	Cc1ccc(Nc2nc3nonc3[nH]c2=O)cc1C	67%	4%	-10%	5%	3.8%
55	FC(F)(F)c1cccc(-c2nc(COc3ccc(Cl)cc3Cl)no2)c1	5%	7%	3%	6%	i
56	COc1cc(C(=O)NCc2nnc(SCC(=O)c3ccccc3)o2)cc(OC)c1OC	30%	20%	4%	6%	1.4%
57	COc1cc(-c2cc3nc(C)c(C)c(=O)n3[nH]2)cc(OC)c1OC	-10%	2%	2%	-7%	i
58	CCc1ccc(S(=O)(=O)N2CCN(Cc3ccco3)CC2)cc1	21%	-2%	9%	6%	0.1%
59	O=C(c1ccoc1)N1CCC2(CC1)Oc1ccc(F)cc1C(=O)C21CC(c2cccnc2)=NO1 (configuration not stated)	8%	0%	-2%	-1%	1.4%
60	CC1=C(C(=O)OC2CCC(C)CC2)C(c2ccc(O)c([N+](=O)[O-])c2)NC(=O)N1 (configuration not stated)	33%	-3%	-5%	-15%	1.3%

(further entries)
No.	structure	M. tuberculosis	influenza NS1A	PhoP GFP inhibition	M. tuberculosis HTS	inhibitors of VEEV
61	COCc1[nH]nc2c1C(c1ccc(F)cc1F)C(C#N)=C(N)O2 (configuration not stated)	-13%	20%	-3%	-9%	0.7%
62	COC(=O)c1ccc(CSc2nnc(N)s2)cc1	3%	-2%	-12%	2%	3.0%
63	Cc1cccc(NC(=S)N(CCN2CCOCC2)Cc2ccccc2F)c1	3%	-3%	-14%	13%	6.6%
64	Nc1nonc1-c1nc2ccccc2n1CC(=O)Nc1ccccc1	-11%	-10%	4%	-1%	i
65	Cc1nnsc1-c1c(C(=O)N2CCOCC2)c(C)nn1-c1ccccc1	4%	-23%	0%	-13%	2.6%
66	O=C(CSc1nc(-c2ccco2)cc(C(F)(F)F)n1)NCCN1CCOCC1	12%	6%	-7%	0%	0.6%
67	N#CCCNC(=O)CCN1CCOCC1	2%	2%	10%	7%	1.1%
68	Cc1ccc(NC2=CC(=O)CC(c3ccco3)C2)c(N)c1 (configuration not stated)	32%	9%	0%	-4%	2.5%
69	CCc1nnc(NC(=O)CCC(=O)N2CCN(CCc3ccccc3)CC2)s1	8%	-7%	-3%	-6%	0.7%
70	Cc1cc(=O)[nH]c2nnc(-c3ccc(Cl)cc3)n12	4%	-3%	-4%	5%	1.0%
71	Cc1ccc(-n2c(-c3ccc(Br)cc3)c[n+]3c2CCc2ccc4cccnc4c2-3)cc1	?	11%	62µM*	?	i
72	CC(=O)N1c2ccc(S(=O)(=O)N3CCCC3)cc2CC1C(=O)NCc1ccccc1F (configuration not stated)	4%	9%	-8%	7%	0.1%
73	Cc1ccc(-c2nnc(C)c(N3CCCC3)n2)cc1	8.9µM*	0%	10%	91%	i
74	CCOC(=O)C(NC(=O)CC)(Nc1ccccc1OC)C(F)(F)F (configuration not stated)	-2%	-4%	1%	-4%	0.1%
75	O=C(C[C@H]1C/C=C\CC[C@H](Cc2ccc(F)cc2)C(=O)O[C@@H](c2ccccc2)CNC1=O)N[C@H](CO)Cc1ccccc1	24%	0%	·	3%	7.3%
76	COC(=O)c1cccc(COC(=O)c2cc3ccccc3oc2=O)c1	i	-8%	-4%	4%	i
77	C=CC[N@@+]12CC[C@]34c5ccccc5N5/C=C6\C7N(/C=C(\C53)[C@@H](C[C@@H]41)/C(=C/CO)C2)c1ccccc1[C@@]71CC[N@@+]2(CC=C)C/C(=C\CO)[C@@H]6C[C@@H]12 (some centres not stated)	?	6%	9%	57µM*	1.4%
78	COc1ccc(/C=N/NC(=O)c2ccccc2F)cc1CN1CCN(c2ccc(F)cc2)CC1	44%	-1%	12%	-5%	1.1%
79	COc1ccc(/C=N/NC(=S)Nc2ccccc2)cc1COc1ccccc1F	-4%	·	11%	-4%	·
80	CS(=O)(=O)c1ccc2nnn(OCC(=O)Nc3ccc(Br)cc3Br)c2c1	-10%	2%	-7%	-6%	i
81	O=C(Cc1ccccc1)Nc1ccc2oc(=O)ccc2c1	-6%	7%	4%	7%	0.1%
82	NC(=S)NN=C1C=CCCC1	·	0%	·	·	0.4%
83	CCOC(=O)CSc1nnc(-c2cccc(Cl)c2)n1CC	69%	-3%	2%	4%	5.3%
84	O=C(CN1CCOCC1)Nc1ccc(Oc2ccccc2)cc1	29%	-6%	-10%	-1%	3.5%

Compounds listed so far with bromine (3):
No.	structure	M. tuberculosis	influenza NS1A	PhoP GFP inhibition	M. tuberculosis HTS	inhibitors of VEEV
8	COC(=O)C(NS(=O)(=O)c1ccccc1Br)C(C)C (configuration not stated)	12%	-2%	-27%	-5%	i
71	Cc1ccc(-n2c(-c3ccc(Br)cc3)c[n+]3c2CCc2ccc4cccnc4c2-3)cc1	?	11%	62µM*	?	i
80	CS(=O)(=O)c1ccc2nnn(OCC(=O)Nc3ccc(Br)cc3Br)c2c1	-10%	2%	-7%	-6%	i

Screening results as filed in PubChem.
